KCC2 mod: KCC2 (human) Cl- transport modulation | KCC2 cells, thallium flux FluoZin-2 fluorescence | B-score of Tl+ flux slope (higher = more flux/activation; lower = inhibition) at 10 µM | 190,000 tested, 2.2% active;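 active = thallium flux slope and its plate-corrected score both differing from the plate sample mean at a set confidence after two filtering rounds, in either direction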;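 note: slope of fluorescence scaled to starting intensity during 10 to 20 s after thallium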
PERK inhibitor: blocks human PERK kinase | CHO PERK-DD fusion, SEAP luminescence translation reporter | inhibition, % at 5.6 µM | 220,000 tested, 0.17% active | AID 1416;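 active = inhibition above the mean inhibition of all tested compounds plus 3 SD, set separately per screening campaign, cut at about 2.9% in these data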;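 note: PERK kinase domain activated by AP20187 dimerizer at 100 nM; 0% = DMSO with dimerizer and 100% = rapamycin at 8.4 µM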
EBV gp42 block: blocks Epstein-Barr virus glycoprotein 42 binding | 220,000 tested, 0.42% active | inhibition, % (tested at 21.74 µM) | Q1HVG2 | Fluorescence polarization binding assay, mP read-out | AID 1085; in the data active = inhibition above about 50%
Target sequence (Q1HVG2 whole entry, looked up): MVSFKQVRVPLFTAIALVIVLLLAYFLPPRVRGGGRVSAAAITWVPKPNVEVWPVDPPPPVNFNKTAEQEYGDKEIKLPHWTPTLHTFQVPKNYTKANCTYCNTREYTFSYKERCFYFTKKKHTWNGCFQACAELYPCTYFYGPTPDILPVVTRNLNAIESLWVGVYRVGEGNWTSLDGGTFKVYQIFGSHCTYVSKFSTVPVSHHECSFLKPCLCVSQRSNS
Rad51 HR inh: Rad51 (human) homologous recombination inhibition | hRad51 DNA strand exchange, fluorescence dequenching | AID 1385 | Q06609 | inhibition, % at 10 µM | 200,000 tested, 0.085% active;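 active = inhibition above 40% at the single screening dose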;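 note: 0% = DMSO control wells and 100% = blanks with heterologous ssDNA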
Target sequence (Q06609 whole entry, looked up): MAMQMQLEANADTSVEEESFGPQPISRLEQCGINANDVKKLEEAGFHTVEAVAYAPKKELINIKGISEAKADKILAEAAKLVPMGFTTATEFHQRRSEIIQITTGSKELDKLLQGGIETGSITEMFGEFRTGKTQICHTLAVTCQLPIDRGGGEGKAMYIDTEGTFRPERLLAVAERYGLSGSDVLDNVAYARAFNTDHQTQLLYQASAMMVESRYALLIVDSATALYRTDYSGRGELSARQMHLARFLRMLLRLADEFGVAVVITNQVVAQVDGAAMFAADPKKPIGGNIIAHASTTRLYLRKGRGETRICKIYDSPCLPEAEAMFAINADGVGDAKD
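material = hRad51 filaments on single-stranded DNA | reagent = Donor/quencher-labelled 47-bp dsDNA substrate | compound = 10 µM final, single point | schedule = strand-exchange reaction 15 min at room temperature | measured by = fluorescein emission 520 nm, excitation 485 nm | read-out basis = % inhibition versus plate control and blank means | benchmarks = plate controls and plate blanks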
Calpain2 inh: inhibitors of pig calpain II. 220,000 tested, 0.37% active. inhibition, % at 16 µM. purified calpain II, fluorogenic peptide substrate, 30 min. AID 1236;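 active = inhibition above about 50%, limit read from the data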
TNF death inh: TNF-alpha cell death inhibition in Jurkat FADD-/- cells | activation (protection from cell death), % at 10 µM | 220,000 tested, 0.068% active | Jurkat FADD-/- TNF necroptosis rescue, ATP luminescence, 24 h; 0 = TNF only, 100 = no-TNF cells;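 active = activation, meaning protection from cell death, of at least 50% relative to plate controls; inactive = activation below 50%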;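 note: necroptosis triggered by 40 ng/mL TNF-alpha added together with compound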
eIF4E 4G PPI: blocks eIF4E binding to eIF4G; inhibition, % at 21.7 µM; AID 782; 220,000 tested, 0.37% active; TR-FRET eIF4E-eIF4GI(517-606) binding, 2 h;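 active = inhibition above about 30%, limit read from the data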;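 note: 0% = full FRET control wells and 100% = background wells lacking eIF4GI fragment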
MDM2 E3 inh: Mdm2 E3 ligase (human) inhibition. AID 1230. signal enhancement, % at 5 µM. cell-based MDM2 ubiquitination luciferase reporter, 2 h; 0 = plate control, 100 = twice control, blank-subtracted. 210,000 tested, 0.11% active. Q00987;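 active = signal enhancement of 30% or more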;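 note: luminescence tracks abundance of the self-degrading MDM2-luciferase fusion protein; higher signal means inhibition of MDM2 E3 ligase activity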
Target sequence (Q00987 whole entry, looked up, the tested form may be a part): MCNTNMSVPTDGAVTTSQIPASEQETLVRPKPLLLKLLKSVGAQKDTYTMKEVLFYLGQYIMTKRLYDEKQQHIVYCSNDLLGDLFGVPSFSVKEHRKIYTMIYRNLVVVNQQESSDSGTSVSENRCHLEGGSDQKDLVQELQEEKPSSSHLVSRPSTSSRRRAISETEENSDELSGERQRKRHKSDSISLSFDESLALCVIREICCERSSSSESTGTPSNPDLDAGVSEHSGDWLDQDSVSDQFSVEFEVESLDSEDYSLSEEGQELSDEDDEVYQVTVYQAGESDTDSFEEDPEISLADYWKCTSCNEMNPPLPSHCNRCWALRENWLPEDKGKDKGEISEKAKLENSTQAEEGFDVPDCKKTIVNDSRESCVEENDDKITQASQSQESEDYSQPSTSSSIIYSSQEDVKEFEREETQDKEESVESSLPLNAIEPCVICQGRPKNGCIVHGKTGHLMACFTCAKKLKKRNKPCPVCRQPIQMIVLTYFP
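test system = mammalian cells stably expressing self-ubiquitinating, self-degrading MDM2 E3–luciferase fusion | quantity = 2000 cells/well | incubation = cell settling 4 h, compound treatment 2 h, both 37 °C | signal = luminescence with SteadyLite reagent, 15 min at room temperature | evaluation = % enhancement relative to plate controls after blank subtraction | benchmarks = plate controls and plate blanks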
zVAD death inh: L929 zVAD cell death inhibition; L929 zVAD necroptosis rescue, ATP luminescence, 24 h; with zVAD 60 µM; viability rescue, % at 10 µM; 220,000 tested, 0.38% active; AID 1377;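 active = activation, scaled between plate controls, above about 75%, limit read from the data; inactive = activation under that limit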;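 note: 0% = zVAD with DMSO and 100% = DMSO alone without zVAD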
An asterisk follows results filed as active; i = inactive; / = not tested or not shown; [ ] = another dose, or the depositor's remark.

SMILES	KCC2 mod	PERK inhibitor	EBV gp42 block	Rad51 HR inh	Calpain2 inh	TNF death inh	eIF4E 4G PPI	MDM2 E3 inh	zVAD death inh
CSc1nnc(CNC(=O)c2ccccc2)n1-c1ccc(F)cc1	0.65	1.0	-6	-11	-13	0.3	-2[fluorescence artefact?]	-14	3.2
CN(C)C(CNC(=O)Cc1ccc([N+](=O)[O-])cc1)c1ccccc1 (configuration not stated)	0.13	1.6	-10	30	-28	1.5	1	3	-0.1
COC(=O)c1ccc(NC(=O)CN2CCOCC2)cc1	-0.16	-1.1	3	-4	1	1.3	-2	-9	0.3
O=C(Cn1c(=O)oc2ccccc21)NC(=O)NCc1ccco1	-0.13	0.1	-1	-3	-87	-0.1	-5[fluorescence artefact?]	-5	0.0
Cc1cccc(NC(=O)CSc2nc(C)c(Cc3ccccc3)c(=O)[nH]2)c1C	-0.48	0.3	-1	3	-25	-0.3	-3	-3	1.2
CC(=O)C1=C(O)C(=O)N(Cc2cccnc2)C1c1ccc(C)cc1 (configuration not stated)	0.34	1.3	-14	10	8	0.9	-4	-11	-0.5
CCOC(=O)c1cnc2c(C)cccc2c1NCc1ccco1	0.25	-2.4	-18	/	1	-0.4	3	-1	0.7
Cc1ccc(S(=O)(=O)N(C)C)cc1-n1c(SCC(=O)N(C)C)nc2ccccc2c1=O	-1.3	-0.6	-12	2	24	-1.3	-3	-5	0.0
CCCC(=O)Nc1cc(S(=O)(=O)N(CC)CC)ccc1Cl	0.81	-0.3	-18	1	10	0.8	0[fluorescence artefact?]	-5	0.8
COc1ccc(-n2c(SCC3OCCO3)nc3c(sc(=S)n3-c3ccccc3)c2=O)cc1OC	-1.1	0.7	-1	7	-76	-1.9	-3	-9	-0.3
O=C(NCCc1ccccc1)C1c2ccccc2C(=O)N1Cc1cccs1 (configuration not stated)	-0.8	0.5	-10	-7	-17	1.5	4	-2	-0.1
CCOC(=O)c1sc2ncnc(N3CCN(c4ccc(OC)cc4)CC3)c2c1C	-1.4	-0.3	-13	0	-26	-4.3	2	-3	-0.2
O=C(CCc1nc(-c2ccccc2)no1)N1CCCC1	/	1.2	-2	-13	1	-0.1	-2	4	-0.3
CS(=O)(=O)c1ccc2nc(NC(=O)c3ccc(NS(=O)(=O)c4cccc([N+](=O)[O-])c4)cc3)sc2c1	-0.21	1.8	-14	7	-20	0.7	-20	/	2.2
O=C(CSc1ncn[nH]1)CSc1ncn[nH]1	-0.15	2.1	-19	38	-27	0.4	1	-6	1.2
COc1ccc(-c2nnc3sc(CCN4C(=O)c5ccccc5C4=O)nn23)cc1	/	0.1	12	-9	22	-0.3	1	-22	0.0
Cc1cccc(NC(=O)C2C3CCC4C(CCC32)C4(Cl)Cl)c1 (configuration not stated)	0.29	0.7	-4	11	5	0.7	8[fluorescence artefact?]	8	0.6
O=C1CC(c2ccco2)CC2=C1C1c3ccccc3C(=O)N1c1ccccc1N2 (configuration not stated)	/	-0.3	13	2	-63	2.2	4	-13	7.9
CN1C(=O)C2(c3ccccc31)C1CCCC=C1C(C#N)=C(N)C2(C#N)C#N (configuration not stated)	0.48	0.2	-9	0	3	-2.0	-13	-25	-0.1
CCOc1ccc(/C=C2/C(=O)N(c3ccc(OC)cc3)C(=S)N2CC(=O)OC)cc1OCC	0.34	-1.0	-34	-9	-15	2.6	3	/	0.7
O=C(c1ccc(-c2ccccc2)cc1)C1CCCN(Cc2ccncc2)C1 (configuration not stated)	-4.1*	0.8	1	/	24	-2.4	-2	/	-0.5
O=C(NCc1ccccn1)C1CCC(CNS(=O)(=O)c2cccc3nsnc23)CC1 (configuration not stated)	-0.23	-1.0	-7	8	21	0.9	-7	-8	-0.9
CCC(=O)Nc1ccc2nc(C3CC3)n(Cc3ccccc3)c(=O)c2c1	0.052	0.9	3	/	-101	-2.8	-31	-7	0.8
CN(C)c1nc(=NCc2ccco2)ss1	45*	0.1	-17	13	13	-18	-3	37*	-1.3
COc1ccccc1/C=C\C=N\n1c(-c2ccc(Cl)cc2)n[nH]c1=S	3.7	0.1	-10	/	-21	0.5	0	-1	2.4

Following part.
SMILES	KCC2 mod	PERK inhibitor	EBV gp42 block	Rad51 HR inh	Calpain2 inh	TNF death inh	eIF4E 4G PPI	MDM2 E3 inh	zVAD death inh
Clc1ccc(SCCCCN2CCNCC2)cc1	0.0031	0.0	-8	/	-17	4.1	3	-5	0.4
CCCCCCn1c2c(c(=N)c3c1CCC3)CCC2	/	0.1	-9	-3	-5	-13	5	-20	0.3
O=C(NCc1ccco1)C1Cc2ccccc2CN1C(=O)c1ccco1 (configuration not stated)	0.82	-0.5	-5	-1	-72	1.0	8	6	1.3
CC1(C)CC(C)(c2ccc(O)cc2O)N(c2ccc3ccccc3c2)C(=S)N1 (configuration not stated)	0.017	0.7	3	2	-57	0.1	-2	-8	-0.4
CCCc1cc(C(=O)Nc2cc(Br)ccc2O)no1	-0.23	3.1*	-9	4	-6	2.3	-2	-11	2.0
Cc1ccc(/C=N/N2CCN(c3ccccn3)CC2)o1	-0.061	0.2	-3	-6	-20	-1.7	-5	-8	-0.7
COCc1c(C(N)=O)nnn1-c1nonc1N	-0.25	-0.8	-19	2	-9	1.5	-1[fluorescence artefact?]	-11	-0.1
NNc1nc2sc3c(c2c(=O)n1-c1ccccc1)CCCC3	0.14	-1.4	-3	-4	18	-3.4	-2	-6	-0.9
O=C1CC(C(=O)Nc2ccccc2)C2(CCCCC2)O1 (configuration not stated)	-1	0.2	-6	5	10	0.0	0	-17	0.6
CCN(C(=O)COC(=O)c1cncc(Br)c1)C1CCS(=O)(=O)C1 (configuration not stated)	0.65	1.2	-12	2	-36	1.6	-2	20	3.0
Fc1ccc(Cn2c(SCc3ccc(F)c(C(F)(F)F)c3)nnc2C(F)(F)F)cc1	/	-0.7	9	-9	-4	-2.1	-3	-3	-0.2
Cc1cc(NCCO)c2cc(O)ccc2n1	-0.066	0.6	-8	-7	i	0.2	11	-19	0.2
COc1ccc(/C=C2/SC(=O)N(CCC(=O)Nc3ccc(C)cc3)C2=O)cc1OC	-0.16	0.5	-92	-3	-184	-0.1	1	-7	-0.1
Cc1cccc(N/C(N)=N/c2nc(C(F)(F)F)cc(=O)[nH]2)c1C	-0.22	0.7	6	9	-8	1.1	-2	-1	0.8
COc1cc(NC(C)=O)ccc1-c1cc2ccccc2oc1=O	-1.3	-0.3	0	-2	1	0.4	-2	13	3.7
CC(C)(C)NC(=O)CSc1nc2[nH]ncc2c(=O)[nH]1	0.3	0.5	-11	-6	-6	-0.4	-1	-8	0.2
CC1(C)Oc2ccc3ccc(=O)oc3c2C[C@H]1O	-0.37	/	-1	0	-133	0.7	4	-4	0.2
CN(Cc1ccon1)C(=O)CCc1nnc(CCCCc2ccccc2)o1	-0.6	0.8	1	-3	7	0.4	-4	-7	-0.3
COc1ccc(Cn2cnc3c(N)c(C)c(C)cc32)cc1	-0.18	0.4	-14	-15	-9	-1.6	3	-7	0.3
O=C(CNC(=S)N(Cc1ccccc1)Cc1ccccc1F)NCCc1ccc(Cl)cc1	0.4	0.0	-10	-5	31	-0.1	3	-12	-0.8
O=C(N/N=C\c1ccccc1)c1sccc1-n1cccc1	-0.65	1.4	-19	-11	-2	-0.9	2	-7	2.2
COc1ccc(NC2=NC(=S)N(c3cccc(C)c3)C23CCCCC3)cc1	7.3*	-0.5	-26	/	18	-0.2	-6	-11	0.5
CCOc1ccccc1N(C(=O)Nc1ccc(Cl)cc1)C1=NCCS1	-0.013	1.1	-6	6	26	-0.8	8[fluorescence artefact?]	-20	-0.6
Cc1ccc(N2C(=O)CC3(CCCC3)CC2=O)cc1	0.41	1.7	-19	7	-10	5.3	-3	-6	0.5
CC(C)(C)OC(=O)NCC(=O)N1CCC(C(=O)O)CC1	0.4	0.3	-17	/	-8	0.5	-11	7	-0.2

Already shown: three of the compounds above.
SMILES	KCC2 mod	PERK inhibitor	EBV gp42 block	Rad51 HR inh	Calpain2 inh	TNF death inh	eIF4E 4G PPI	MDM2 E3 inh	zVAD death inh
CCOc1ccccc1N(C(=O)Nc1ccc(Cl)cc1)C1=NCCS1	-0.013	1.1	-6	6	26	-0.8	8[fluorescence artefact?]	-20	-0.6
Cc1ccc(N2C(=O)CC3(CCCC3)CC2=O)cc1	0.41	1.7	-19	7	-10	5.3	-3	-6	0.5
CC(C)(C)OC(=O)NCC(=O)N1CCC(C(=O)O)CC1	0.4	0.3	-17	/	-8	0.5	-11	7	-0.2

(cont.)
SMILES	KCC2 mod	PERK inhibitor	EBV gp42 block	Rad51 HR inh	Calpain2 inh	TNF death inh	eIF4E 4G PPI	MDM2 E3 inh	zVAD death inh
Cc1ccc(-n2c(N)c(C(=O)Nc3ccccc3F)sc2=S)cc1C	0.51	0.2	8	5	-29	0.0	-2	4	-0.3
FC(F)(F)COc1ccc(-c2nnc(SCc3ccccc3)o2)cn1	1.3	0.3	-3	-12	-31	0.4	-3	-3	0.1
Cc1cccc(NC(=O)CNC(=O)COc2ccc(C(=O)c3ccc(F)cc3)cc2)c1C	-0.68	-0.1	5	0	2	0.8	1	-10	0.5
CCOc1ccc(C(=O)N(Cc2ccc(N(C)C)cc2)C2CCS(=O)(=O)C2)cc1 (configuration not stated)	0.48	0.5	-4	/	19	-0.5	6	/	-0.9
Cc1cccc(C)c1OCc1nc2ccccc2c(=O)n1/N=C/c1c[nH]c2ccccc12	-0.12	-0.3	13	-6	-61	-3.8	7[fluorescence artefact?]	-5	3.9
N#CCO/N=C/C(=O)Nc1ccc(F)cc1F	0.47	0.1	-3	5	19	0.4	0	-6	0.7
Cc1onc(-c2ccccc2Cl)c1C(=O)Nc1nnc(-c2ccc(Br)cc2)s1	0.2	0.3	3	2	-54	2.2	2	-35	0.2
Fc1ccc(C2=CC(c3ccco3)n3nnnc3N2)cc1 (configuration not stated)	0.33	0.1	8	/	-22	0.3	0	-12	1.1
Cc1cc(NC(=O)c2cccc3ccccc23)cc(C)c1OCC(=O)N1CCOCC1	-0.65	-1.7	4	6	8	1.4	7	/	1.1
COc1ccc(Cl)cc1NC(=O)CN(C)Cc1ccc(OC)c(OC)c1	/	-1.3	-9	-19	31	0.5	5	-16	18
Cc1ccc(CN2C(=O)CCSc3ccc(Cl)cc32)cc1	/	0.2	-7	-1	32	-2.3	1	-23	-0.1
O=C(CCSc1ccccc1)NC1CCCCCC1	-0.92	0.1	-1	-4	-15	4.7	0	-15	3.5
Cc1ccccc1C(=O)NC(NC(=O)c1ccccc1C)c1cccc([N+](=O)[O-])c1	0.97	0.4	-11	0	-3	-3.3	-2[fluorescence artefact?]	-16	-0.7
O=C1CC(c2cccs2)Cc2nc(NC(=O)C3CC3)ncc21 (configuration not stated)	0.76	-0.7	-10	-3	21	0.6	-7	-5	-1.3
Cc1nn(C)cc1C(C(=O)NC1CCCCC1)N(Cc1ccc(F)cc1)C(=O)c1cnccn1 (configuration not stated)	-0.77	0.6	-1	19	19	-0.1	-1	-6	-0.3
Cc1ccccc1Cn1c(C(=O)OC(C)C)cc2c1ccn2C	0.28	-0.1	-11	-4	-2	-1.2	-2	0	0.1
O=C(CN=C1NC(=O)C(c2ccccc2)(c2ccccc2)N1)NCc1ccc(F)cc1	0.89	-0.5	0	-1	31	1.5	4	1	0.0
CN(C)CCCNC(=O)c1cc(C(=O)C2CCCCC2)c[nH]1	0.89	1.5	-15	5	-6	0.3	1	-3	3.9

Screening data as filed in PubChem.
